D2 agonist: D2 dopamine receptor (human) agonism; P14416; HEK293 T-REx D2 cells, calcium flux agonist mode; activation, % at 2 µM; 340,000 tested, 0.53% active; AID 485358;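 active = activation over 3 SD above normal in the single-dose calcium agonist read, cut at about 30% in these data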; note: 0% is about no effect
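HEK293 Trex D2 cells, tetracycline-induced, o/n 30 C 5% CO2; no-wash Ca dye, RT 30–90 min; 10-cycle baseline, 23 nl cpd added, kinetic Ca read 180 s; agonist hits = positive Ca response.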
RGS4 inhibitor: inhibitors of human regulator of G protein signaling 4 | P49798 | Transcreener GDP fluorescence polarization, RGS4-accelerated GTP hydrolysis | Potency, µM (highest dose often 114 µM), inactives show at the top dose activity change, negative = inhibition, actives largely listed as inhibitors | 390,000 tested, 0.039% active | AID 504845; note: potency is the fitted concentration of half-maximal effect; % is set by controls: 0 for no effect and ±100 for the full control effect; nearly all actives have a fitted effect of over 75% in size; some results filed as inactive show a strong effect at the top dose
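MLSMR compounds (23 nl, pin-transferred) preincubated 10 min at room temperature with a 500nM (2x) first reagent, then RGS4 at 900nM (2x) plus Transcreener GDP mix added; fluorescence polarization (620/688 nm) read before and after 90 min at 30 °C.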
LDHA block: LDHA (human) enzyme inhibition. activity change, % (values are at about 110 or 230 µM). purified LDHA, NADH/diaphorase-resazurin fluorescence; active compounds read low. 480,000 tested, 0.15% active. P00338; in the data active = activity change below about -30%; inconclusive = mostly about -25% to -30%;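 note: plate controls were DMSO wells for no effect and wells without enzyme for full effect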
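Remaining NADH was detected by diaphorase (0.133 mg/mL) converting 37 µM resazurin to fluorescent resorufin, read at 0 and 20 minutes. The preceding 5-minute room-temperature reaction used 2 nM LDHA, 0.2 mM sodium pyruvate and 0.06 mM NADH at pH 7.4.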
D2 antagonist: antagonists of human D2 dopamine receptor | HEK293 TREx D2 cells, calcium flux, dopamine EC80 | P14416 | inhibition, % at 10 µM | 340,000 tested, 2% active; in the data active = inhibition above about 30%; note: 0% is about no effect
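Tetracycline-induced HEK293 T-REx cells expressing D2 force-coupled to calcium signalling were dye-loaded, exposed to compound for 180 s, then challenged with an EC80 of dopamine; calcium flux was followed kinetically for a further 180 s.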
Vif-A3G inh: blocks the Vif interaction with human APOBEC3G; Q9HC16; HeLa A3G-eYFP + Vif (tagged APOBEC3G with the HIV-1 protein that degrades it), YFP fluorescence, overnight; Potency, µM (series often up to 46.1 µM), inactives show top-dose activity, negative = active, usual class: inhibitors; 410,000 tested, 0.076% active; AID 602310;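 note: potency is the fitted concentration of half-maximal effect; % is set by controls: 0 for no effect and ±100 for the full control effect; nearly all actives have a fitted effect of over 60% in size; hits raise eYFP signal because A3G escapes Vif-driven loss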
Target sequence (Q9HC16 whole entry, looked up): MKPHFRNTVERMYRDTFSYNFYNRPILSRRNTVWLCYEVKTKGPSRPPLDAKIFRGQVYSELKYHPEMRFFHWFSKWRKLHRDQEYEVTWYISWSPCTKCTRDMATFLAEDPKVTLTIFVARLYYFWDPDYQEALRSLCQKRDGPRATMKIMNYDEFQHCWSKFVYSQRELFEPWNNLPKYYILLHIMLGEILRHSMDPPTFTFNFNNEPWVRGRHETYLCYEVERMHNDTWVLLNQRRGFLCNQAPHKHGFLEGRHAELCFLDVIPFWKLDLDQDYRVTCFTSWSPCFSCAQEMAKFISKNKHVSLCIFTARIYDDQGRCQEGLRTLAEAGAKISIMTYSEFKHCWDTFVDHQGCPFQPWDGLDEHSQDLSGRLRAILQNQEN
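HeLa cells stably expressing Vif and C-terminally eYFP-tagged A3G, seeded overnight at 37 deg C, then exposed to compound by pintool overnight at 37 deg C. Rise in yellow fluorescence (Ex 488/Em 500-530, Acumen) marks blocked Vif-driven A3G degradation.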
Vif-APOBEC3F blk: blocks the Vif interaction with APOBEC3F; HeLa A3F-eYFP + Vif (tagged APOBEC3F with the HIV-1 protein that degrades it), YFP fluorescence increase; Potency, µM (highest dose often 46.1 µM), without a hit: at the top dose activity, negative = active; 390,000 tested, 0.2% active; note: potency is the fitted concentration of half-maximal effect; % of control where 0% means no effect; nearly all actives have a fitted effect of over 65% in size
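Fluorescence increase (Ex 488/Em 500-530) after overnight compound treatment at 37 deg C flags inhibition of Vif-driven A3F-eYFP loss in stable HeLa A3F-eYFP/Vif cells seeded overnight beforehand.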
Glioma ERSR ind: induces the endoplasmic reticulum stress response in human glioma cells. 420,000 tested, 0.02% active. Potency, µM, inactives show top-dose activation, usual class: activators. U87-MG GRP78 promoter luciferase reporter, 16 h; note: potency is the fitted concentration of half-maximal effect; series mostly up to about 76 µM; % of control where 0% means no effect; nearly all actives have a fitted effect of over 35% in size
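ERSR induction read as luciferase luminescence (Bright-Glo, 10 min at room temperature) in stably transfected human U87-MG glioma cells exposed to compounds for 16 h, using GRP78 as sensor.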
ERG Ets-DNA blk: ERG Ets/DNA interaction inhibition; P11308; Potency, µM (top dose mostly 76.9 µM), inactives show at the top dose FP activity, negative = inhibition, actives largely listed as inhibitors; AID 624246; 370,000 tested, 0.028% active; fluorescence polarization, His-ERG Ets domain / labelled DNA; active = well fitted inhibition curve with a large enough effect in the polarisation, with a control signal flat; inconclusive = small, poorly fitted or top-dose-only effect, or effect the other way, or a change in a side signal; inactive = no such curve, though single readings can be large or run the other way; the % refers to the polarisation;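 note: polarization taken with two DNA probes labelled with fluorescein and Texas red; potency is the fitted concentration of half-maximal effect; % of control where 0% means no effect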
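His-tagged ERG Ets domain (1 uM in the protein solution; 300mM KCl, 50mM Tris-HCl, 1mM EDTA, 1mM DTT, pH 7.5) received compound, then a probe mix of 5 nM fluorescein-DNA and 100nM Texas-615-DNA. Fluorescence polarization was read for both dyes.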
ALOX12 inh: blocks human arachidonate 12S-lipoxygenase; purified 12hLO, xylenol orange hydroperoxide absorbance; Potency, µM (titrated, usually from 108 µM), without a hit: at the highest dose activity change, negative = inhibition, actives largely listed as inhibitors; AID 1671190; 580,000 tested, 1.1% active; note: potency is the fitted concentration of half-maximal effect; % is set by controls: 0 for no effect and ±100 for the full control effect
Target sequence (P18054 whole entry, looked up): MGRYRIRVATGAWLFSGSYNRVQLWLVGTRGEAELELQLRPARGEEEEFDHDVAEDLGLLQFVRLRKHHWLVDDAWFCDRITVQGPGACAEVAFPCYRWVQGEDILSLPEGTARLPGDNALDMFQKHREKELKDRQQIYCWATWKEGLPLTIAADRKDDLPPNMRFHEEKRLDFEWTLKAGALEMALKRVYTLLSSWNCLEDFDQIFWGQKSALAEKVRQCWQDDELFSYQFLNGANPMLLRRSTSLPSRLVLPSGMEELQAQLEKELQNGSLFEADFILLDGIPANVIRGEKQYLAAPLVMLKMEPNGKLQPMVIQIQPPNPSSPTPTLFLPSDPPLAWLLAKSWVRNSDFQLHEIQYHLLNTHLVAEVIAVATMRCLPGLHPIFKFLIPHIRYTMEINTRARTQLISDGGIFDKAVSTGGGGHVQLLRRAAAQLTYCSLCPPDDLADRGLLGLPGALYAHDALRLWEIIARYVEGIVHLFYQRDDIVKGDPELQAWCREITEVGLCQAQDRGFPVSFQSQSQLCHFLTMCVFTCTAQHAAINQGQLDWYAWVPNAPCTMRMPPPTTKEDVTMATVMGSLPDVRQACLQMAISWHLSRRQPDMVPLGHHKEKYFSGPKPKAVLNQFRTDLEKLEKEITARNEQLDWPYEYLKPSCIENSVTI
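Purified human 12hLO (150 nM final) in 25 mM Hepes, 0.01% Triton X-100, pH 7.0 was preincubated 15 min at room temperature with compound. Then 40 uM arachidonic acid was added, 30 min. Hydroperoxide was read by Fe-XO absorbance ratio 573/405 nm.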
* = called active by the depositor; ? = inconclusive; · = no result given; & = joins results of further samples; [ ] = remark or other dose. Unless noted, calls come from the whole dose curve; as a rule, active = well fitted curve in the direction sought with a large enough effect; inconclusive = small, poorly fitted or top-dose-only effect, or another doubt; inactive = no such curve, though single readings can be large; an effect the other way counts as inactive or inconclusive. Some of the compounds tested; count on the stated rates, not on these rows.

SMILES	D2 agonist	RGS4 inhibitor	LDHA block	D2 antagonist	Vif-A3G inh	Vif-APOBEC3F blk	Glioma ERSR ind	ERG Ets-DNA blk	ALOX12 inh
COc1ccc(NC(=O)CN(C)C(=O)CCc2nc3cc(S(=O)(=O)N4CCOCC4)ccc3n2C)cc1	-0.4	-11%	-5	9	2%	3%	-4%	-9%	-23%
COc1ccccc1OCCC(=O)OCC(=O)Nc1ccc2c(c1)OCO2	·	-14%	3	·	0%	13%	-2%	0%	0%
Cc1ccc(S(=O)(=O)N(C)/C(=N/S(=O)(=O)c2ccccc2)c2ccccc2)cc1	-0.7	-1%	-5	-10	-2%	-8%	-6%	7%	15%
COc1ccccc1CNC(=O)C1CCN(Cc2nc(-c3ccc(OC)c(OC)c3)oc2C)CC1	-1.0	0%	-2	·	-1%	1%	-2%	-4%	-3%
CC(SC1=NCCS1)C(=O)Nc1nnc(-c2ccc(Cl)cc2)s1 (stereo not given)	-0.2	-17%	-3	-10	-3%	-13%	1%	9%	3%[57.4 µM]
O=C(Nc1ccnn1C1CCN(Cc2cccc(O)c2)CC1)C1CCCC1	-0.2	-20%	-8	7	1%	-3%	-3%	4%	0%
O=C(CN1C(=O)C2C3CC(C(Br)C3Br)C2C1=O)N1CCOCC1 (stereo not given)	1.9	29%	-5	-9	-1%	5%	-4%	·	-20%
COc1ccc(NC(=O)N2CCN(C(=O)C3CCCO3)CC2)cc1 (stereo not given)	0.0	-33%	3	1	0%	6%	-1%	6%	-23%
CCOc1ccc(NC(=O)N2CCN(C(=O)c3ccco3)CC2)cc1	-0.7	-7%	-6	-1	-4%	-15%	-4%	-6%	?
CC1=NN(c2ccccc2)C(=O)/C1=C/N(C)C	-0.4	-33%	0	-3	2%	19%	-1%	7%	-15%
CS(=O)(=O)N(CC(=O)N1CCOCC1)c1cc(C(F)(F)F)ccc1Cl	-0.2	2%	-5	12	1%	-9%	-3%	4%	0%
COc1ccc(C(=O)NCCc2sc(-c3ccc(F)cc3)nc2C)cc1OC	0.9	-2%	5	·	-2%	-3%	-3%	3%	-26%
Cc1cc(Br)c(Oc2cc(NN3CCCCC3)c([N+](=O)[O-])cc2[N+](=O)[O-])c(Br)c1	·	17%	-4	·	1%	0%	0%	7%	3%
CN(Cc1ccco1)C(=O)C1CCC(=O)N1Cc1ccc(F)cc1 (stereo not given)	0.5	13%	-2	-10	0%	-2%	0%	-3%	9%
CCCc1cc(=O)n2[nH]c(C(F)(F)F)nc2n1	-0.4	7%	-11	4	-3%	-7%	0%	-5%	-58%
CC(C(=O)Nc1cccnc1)C1Sc2ccccc2NC1=O (stereo not given)	0.7	-12%	-2	8	5%	-2%	2%	7%	-6%
O=C(CCS(=O)(=O)c1ccc(Cl)cc1)Nc1ccc(F)cc1	-0.5	-19%	-2	10	-15%	-12%	-1%	9%	4%
COc1ccc(S(=O)(=O)N2CCCCC2)cc1NC(=O)c1ccc(N2CCCC2=O)cc1	-1.1	-3%	-1	10	4%	4%	-3%	5%	-7%
O=C1c2ccccc2C(Nc2ccc(F)cc2F)N1CCN1CCOCC1 (stereo not given)	-1.1	19%	-7	-7	-1%	0%	-3%	-10%	27%
Cc1cnc(NC(=O)Cc2ccc(S(=O)(=O)N3CCOCC3)s2)s1	·	-5%	1	·	0%	-25%	-2%	-7%	-3%
CCOc1ccc(CNc2nnnn2C)cc1OC	0.1	-16%	-2	3	2%	-6%	-4%	-13%	8%
Cc1ccc(OCC(=O)Nc2ccc3c(c2)nc(CCN2CCN(C)CC2)n3C)cc1	0.6	4%	3	13	-5%	-3%	-6%	-9%	325%[activator]
CCc1ccc(NC(=O)CSCc2nc(N)nc(Nc3ccccc3CC)n2)cc1	-0.5	-8%	-6	-2	-1%	6%	1%	·	0%
COc1ccccc1NC(=O)C(C)OC(=O)COc1cccc2c1OC(C)(C)C2 (stereo not given)	1.6	0%	-1	9	0%	4%	-4%	5%	9%
Cc1cccc(-c2nnc(SCCOc3ccc4c(C)cc(=O)oc4c3)o2)c1	-1.1	10%	-5	-3	4%	-3%	-2%	3%	0%
NS(=O)(=O)c1ccc(CCNC(=S)Nc2ccccc2)cc1	-1.6	-1%	-13	3	1%	5%	0%	-1%	-28%
CN(C)c1ccc(S(=O)(=O)NCC(=O)OCC(=O)Nc2cc(Cl)cc(Cl)c2)cc1[N+](=O)[O-]	0.5	-9%	-5	5	3%	-8%	-6%	-8%	-10%
NS(=O)(=O)c1cc(Cl)c(NC(=O)COC(=O)c2ccccn2)c(Cl)c1	-1.3	4%	-1	-32	-7%	-13%	-4%	0%	422%[activator]
NC(=O)N/N=C/c1c(F)c(F)c(F)c(F)c1F	2.0	?	-5	-2	0%	0%	-3%	-8%	-22%
O=c1c2ccccc2n2c(-c3ccc(F)c(F)c3)nnc2n1CCc1ccccc1	0.0	-9%	-10&-6	·	3%	3%	-2%	1%	-24%&-24%
O=C(Nc1ccc2c(c1)CN(Cc1ccco1)CC2)C1CCCO1 (stereo not given)	0.6	-19%	5	-4	-1%	-5%	-3%	8%	17%
CCOC(=O)C1(CCc2ccccc2)CCN(C(=O)c2ccoc2)CC1	-0.3	15%	-8	-1	-1%	-4%	-4%	-2%	10%
COc1ccc(S(=O)(=O)NCC(c2ccco2)N2CCc3ccccc3C2)cc1 (stereo not given)	-0.1	-20%	7	-8	-17%	2%	-1%	11%	-3%
COc1ccc(-c2ccc3[nH]c4c(c3c2)CCN2C(=O)[C@@H]([C@H](C)O)[C@@H](N(C)C(=O)Nc3ccccc3)C[C@@H]42)cc1	·	·	0	·	-28%	-1%	-4%	·	?
O=C(Nc1ccc(Br)cc1F)c1ccc2nc(CCc3ccccc3)oc2c1	-1.3	16%	-4	·	6%	1%	0%	-5%	-28%
Cc1nc2ccc(Cl)cc2nc(C)/c1=N\O	0.6	-30%	28	-11	?	?	12%	-2%	441%[activator]
Cc1cc2[nH]c(=O)c(=O)[nH]c2cc1S(=O)(=O)Nc1cccc(C(F)(F)F)c1	-0.2	8%	2	·	-2%	3%	-4%	1%	?
N#Cc1nc(-c2cccs2)oc1NCc1ccc2c(c1)OCO2	-0.7	-10%[11.4 µM]	4	-9	-6%	-7%	7%	-4%	-1%
COc1cccc(CNc2nc3ccc(NC(C)=O)cc3s2)c1	·	-10%	-9	·	0%	3%	3%	12%	9%
Cc1nnc(SCC(=O)Nc2cc(S(=O)(=O)N3CCCC3)ccc2Cl)n1C1CC1	·	12%	-7	·	2%	1%	-4%	1%	199%[activator]
COc1ccccc1N1CCN(C(=O)Nc2cccc(C)c2)CC1	0.0	19%	-2	0	0%	-11%	4%	-14%	-11%
CC(Oc1ccc2c(=O)c(-c3ccc(Cl)cc3)c(C(F)(F)F)oc2c1)C(=O)O (stereo not given)	-0.3	-8%	-14	-17	0%	9%	-3%	2%	7%
Cc1ccc(C)c(NC(=O)c2ccc(OC(=O)c3ccco3)cc2)c1	·	12%	-5	·	1%	0%	-2%	-8%	13%
CCCN1CN(CCc2ccccc2)CNC1=S	0.1	7%	-1	6	0%	?	0%	12%	-19%
CC(C)Oc1ccc(C(=O)/C(=C\c2cccs2)c2nc3ccccc3o2)cc1	-2.9	-18%	-2	-1	-1%	0%	-8%	-15%	-12%
C=CCn1c(N)c(C(=O)NCc2ccco2)sc1=S	-0.4	-15%	-5	-4	0%	-14%	-4%	4%	-25%
Nc1ccc(-c2nc3nc(N)nc(N)c3nc2-c2ccc(N)cc2)cc1	1.2	-5%	-7	-7	-1%	-1%	-6%	-1%	0%
CCC(=O)Nc1ccc(NC(=O)CSc2nnc(-c3ccco3)n2C)cc1	0.7	15%	-4	-8	1%	1%	2%	9%	19%
C/C(=N/NC(=O)c1cc(-c2cccc([N+](=O)[O-])c2)n[nH]1)c1cccc(O)c1	0.7	-6%	-6	-2	1%	2%	-2%	3%	-10%
COc1ccc(C2NC3=C(CCC3)C3(C#N)C(OC)(OC)N=C(N)C23C#N)cc1 (stereo not given)	-0.4	-34%	11	-9	0%	-3%	-14%	11%	·
O=S1(=O)C[C@H](N2CC[C@@H](O)C2)[C@@H](COCc2ccccc2)N1	·	·	-4	·	-1%	·	-3%	·	?
c1ccc2c(c1)ccc1nnnn12	·	16%	-11	·	-1%	6%	-2%	-5%	?
COc1ccc(CN([C@H](CO)CC(C)C)S(=O)(=O)N(Cc2ccccc2)[C@H](CO)CC(C)C)cc1	·	20%	0	·	?	8%	-1%&-3%	18%	1%
CC(C)CNC(=O)COc1ccccc1[N+](=O)[O-]	0.1	8%	4	7	-5%	0%	5%	7%	-2%
CCOC(=O)N1CCN(C(=O)c2ccc(OCC)cc2)CC1	-0.1	-14%	-13	1	3%	6%	2%	-7%	0%
